High-throughput results as filed in PubChem BioAssay.
LDHA block – inhibitors of human lactate dehydrogenase A | P00338 | purified LDHA, NADH/diaphorase-resazurin fluorescence; active compounds read low | activity change, % (values are at about 110 or 230 µM) | 480,000 tested, 0.15% active; in the data active means activity change below about -30%; inconclusive means mostly about -25% to -30%;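 further: plate controls were DMSO wells for no effect and wells without enzyme for full effect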
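Human LDH5 (2 nM) was incubated with 0.06 mM NADH and 0.2 mM pyruvate for 5 min at room temperature in Tris pH 7.4. Remaining NADH was coupled through diaphorase/resazurin, and resorufin fluorescence was read at 0 and 20 min.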
Apoferritin bind – binds horse apoferritin like a general anesthetic. P02791. apoferritin/1-aminoanthracene competitive binding, fluorescence. Potency, µM (highest dose often 77.5 µM), for the others: at the top dose activity change, negative = displacement, actives largely listed as inhibitors. 350,000 tested, 0.074% active. AID 485281; further: potency means the concentration at half of the fitted maximal effect; on the % scale 0 is the no-effect control and ±100 the full control effect; nearly all actives have a fitted effect of over 20% in size
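Steps: apoferritin (10 uM) was premixed with half-saturated 1-AMA in PBS, compounds were pin-transferred, plates stood 10 min at room temperature, fluorescence was read at 380/535 nm, and curves were fitted with a Hill equation.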
Pol kappa inh – blocks human DNA polymerase kappa activity | AID 588579 | 400,000 tested, 0.53% active | purified Pol kappa, fluorescent DNA synthesis assay, 10 min | Q9UBT6 | Potency, µM (top dose mostly 107 µM), for inactives: at the highest dose activity, negative = inhibition, actives largely listed as inhibitors; further: potency means the concentration at half of the fitted maximal effect; on the % scale 0 is the no-effect control and ±100 the full control effect
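10 nM Pol kappa preincubated 15 min at room temperature with compounds, then reaction started with substrate at 50 nM final. Fluorescence read kinetically at 0 and 10 min; buffer-only wells served as negative control.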
POLB inh – inhibitors of human DNA polymerase beta; Potency, µM (top dose mostly 114 µM), for the others: top-dose activity change, negative = inhibition, actives largely listed as inhibitors; 340,000 tested, 1.3% active; AID 485314; Pol beta primer extension/strand displacement, fluorescence kinetic; P06746; further: potency means the concentration at half of the fitted maximal effect; on the % scale 0 is the no-effect control and ±100 the full control effect
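Pol beta (10 nM) was preincubated with compound for 15 min at room temperature. The reaction was then started with 50 nM substrate and read immediately and after a further 10 min at room temperature.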
BLM inh – blocks DNA unwinding by human BLM helicase | recombinant BLM DNA unwinding, fluorescence dequenching | Potency, µM (top dose mostly 56.1 µM), for the others: at the highest dose activity change, negative = inhibition, actives largely listed as inhibitors | 350,000 tested, 0.2% active | AID 2528;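 further: potency means the concentration at half of the fitted maximal effect; plate controls were vehicle for no effect and no enzyme for full effect; nearly all actives have a fitted effect of over 35% in size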
POLH inh – inhibitors of human DNA polymerase eta | AID 588591 | Q9Y253 | recombinant Pol eta, fluorescent DNA replication assay | Potency, µM (series often up to 114 µM), for inactives: at the highest dose activity change, negative = inhibition, hits mostly inhibitors | 390,000 tested, 1.2% active; further: potency means the concentration at half of the fitted maximal effect; on the % scale 0 is the no-effect control and ±100 the full control effect
Target sequence (Q9Y253 whole entry, looked up): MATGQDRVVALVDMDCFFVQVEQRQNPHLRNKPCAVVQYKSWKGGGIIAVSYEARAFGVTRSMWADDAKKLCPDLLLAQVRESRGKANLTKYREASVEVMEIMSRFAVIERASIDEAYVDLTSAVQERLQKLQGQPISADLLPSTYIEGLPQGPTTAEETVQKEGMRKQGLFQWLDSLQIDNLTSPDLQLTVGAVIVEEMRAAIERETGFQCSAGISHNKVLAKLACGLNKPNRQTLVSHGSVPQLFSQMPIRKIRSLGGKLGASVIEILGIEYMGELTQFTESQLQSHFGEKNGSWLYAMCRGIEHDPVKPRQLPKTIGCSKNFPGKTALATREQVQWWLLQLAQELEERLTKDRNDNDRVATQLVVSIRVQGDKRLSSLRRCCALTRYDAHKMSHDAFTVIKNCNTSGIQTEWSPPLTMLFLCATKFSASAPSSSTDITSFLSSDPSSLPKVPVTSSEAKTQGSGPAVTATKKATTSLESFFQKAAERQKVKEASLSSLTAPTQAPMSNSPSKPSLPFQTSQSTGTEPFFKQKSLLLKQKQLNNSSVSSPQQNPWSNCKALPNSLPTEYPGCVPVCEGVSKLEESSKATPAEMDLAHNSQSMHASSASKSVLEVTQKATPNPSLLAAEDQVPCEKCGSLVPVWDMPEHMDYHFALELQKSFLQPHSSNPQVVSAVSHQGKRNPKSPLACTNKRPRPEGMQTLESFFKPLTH
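Pol eta (10 nM) was preincubated with compounds for 15 min at room temperature, after which fluorescent replication substrate (50 nM final) was added to start the reaction. Fluorescence was read kinetically at 0 and 10 min.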
GRP78 ERSR act – inducers of ER stress response in human glioma cells | 420,000 tested, 0.02% active | U87-MG GRP78 promoter luciferase reporter, 16 h | Potency, µM, for the others: top-dose activation, hits mostly activators; further: potency means the concentration at half of the fitted maximal effect; series mostly up to about 76 µM; % of control where 0% means no effect; nearly all actives have a fitted effect of over 35% in size
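ERSR induction read as luciferase luminescence (Bright-Glo, 10 min at room temperature) in stably transfected human U87-MG glioma cells exposed to compounds for 16 h, using GRP78 as sensor.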
Pol iota inh – DNA polymerase iota (human) inhibition. Q9UNA4. Pol iota fluorescent replication assay, 10 min. Potency, µM (highest dose often 115 µM), for inactives: top-dose activity, negative = inhibition, most hits filed as inhibitors. 390,000 tested, 1% active. AID 588590; further: potency means the concentration at half of the fitted maximal effect
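Pol iota at 10 nM preincubated 15 min with compounds at room temperature; reaction started with fluorescent substrate, 50 nM final. Fluorescence read kinetically at 0 and 10 min; buffer-only wells as negative control.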
APE1 inh – APE1 (human) endonuclease inhibition; recombinant APE1, TAMRA/BHQ-2 abasic DNA cleavage fluorescence; P27695; Potency, µM (doses to about 65.8 µM), for the others: at the top dose activity change, negative = inhibition, usual class: inhibitors; AID 2517; 350,000 tested, 0.35% active;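 further: potency means the concentration at half of the fitted maximal effect; plate controls were vehicle for no effect and reference inhibitor for full effect; nearly all actives have a fitted effect of over 55% in size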
Target sequence (P27695 whole entry, looked up): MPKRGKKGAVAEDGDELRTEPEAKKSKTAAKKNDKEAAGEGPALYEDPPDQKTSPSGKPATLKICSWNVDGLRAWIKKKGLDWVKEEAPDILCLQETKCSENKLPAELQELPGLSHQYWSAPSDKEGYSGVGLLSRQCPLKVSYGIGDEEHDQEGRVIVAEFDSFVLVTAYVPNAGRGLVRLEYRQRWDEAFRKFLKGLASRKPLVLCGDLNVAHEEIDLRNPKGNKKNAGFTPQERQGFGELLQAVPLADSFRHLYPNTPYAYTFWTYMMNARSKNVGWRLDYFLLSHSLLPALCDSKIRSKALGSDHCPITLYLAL
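APE1 at 0.75 nM preincubated 15 min at room temperature with compound. Reaction then started with 50 nM double-stranded THF-abasic substrate labelled with TAMRA/BHQ-2, and 525/598 nm fluorescence read kinetically. Activity taken as third-minus-first read difference, normalized to DMSO and NSC13755 controls.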
The depositor's hits bear a star; ? = inconclusive; . = no result given; [ ] = remark or other dose. Unless noted, the call rests on the fitted dose curve; in most records, active means well fitted curve in the direction sought with a large enough effect; inconclusive means small, poorly fitted or top-dose-only effect, or another doubt; inactive means no such curve, though single readings can be large; an effect the other way counts as inactive or inconclusive. A portion of the library; count on the stated rates, not on these rows.

nr	SMILES	LDHA block	Apoferritin bind	Pol kappa inh	POLB inh	BLM inh
1	CCOC(=O)C1=C(O)C(=O)N(Cc2ccccc2)CC1	-3	-1%	-4%	-9%	-1%
2	O=C(NCC(c1ccco1)N1CCCC1)c1ccc(S(=O)(=O)Nc2ccc(F)cc2)cc1 (stereo unspecified)	4	.	12%	.	.
3	CS(=O)(=O)c1ncc(Cl)c(C(=O)Nc2ccc(N3CCOCC3)cc2)n1	0	-3%	-3%[60.1 µM]	7%	-6%
4	CC(C)NC(=O)C1c2ccccc2Oc2ccccc21	-3	-7%	-7%	45%	-3%
5	CN(C)C(=S)c1ccccc1	-1	-4%	-7%	-1%	-4%
6	CCN(c1ccccc1)S(=O)(=O)c1ccc(Cl)c(NC(=O)CNCc2ccccc2OC)c1	-16	.	-15%	.	.
7	Fc1ccc(NC(=S)Nc2cccnc2)c(Cl)c1	3	-5%	2%	57%[activator]	-6%
8	O=C(Nc1ccccc1N1CCOCC1)c1cccc([N+](=O)[O-])c1	-3	8%	1%	-2%	-3%
9	Cc1ccc(NC(=O)CSc2nccc(=O)[nH]2)c(S(=O)(=O)N2CCOCC2)c1	-8	-12%	-4%	-6%	0%
10	Nc1c(C(=O)Nc2ccc(C(F)(F)F)cc2)sc2nc(-c3cccs3)ccc12	-11	10%	-31%	?	-6%
11	O=C(Nc1ccc(S(=O)(=O)N2CCC(c3nc4ccccc4s3)CC2)cc1)c1ccc(F)cc1	-2	0%	2%	6%	0%
12	CC[C@]12c3[nH]c4ccc(Cl)cc4c3CCN1C(=O)[C@@H](CC(=O)NC/C=C(\C)CCC=C(C)C)C[C@@H]2C(=O)N1CCN(C(=O)c2ccco2)CC1	3	.	-2%	.	.
13	Cc1cc(OCC(=O)N2CCN(c3ccccc3)CC2)c2c(C)cc(=O)oc2c1	-3	-4%	-20%	-2%	-6%
14	CCOC(=O)C1(CC2CCCCO2)CCN(Cc2nccn2-c2ccc(OC)cc2)CC1 (stereo unspecified)	-4	-9%	-3%	2%	-5%
15	CCOC(=O)C1=C(CC)Nc2ccccc2N/C1=N\S(=O)(=O)c1cccc(C(C)=O)c1	-10	.	-6%	.	.

nr	POLH inh	GRP78 ERSR act	Pol iota inh	APE1 inh
1	-2%	-3%	9%	-3%
2	-21%	-4%	-17%	50%[activator]
3	-4%	-13%	37%[activator]	18%
4	-19%	-4%	106%[activator]	24%
5	-26%	-3%	-36%[58.9 µM]	1%
6	-8%	-3%	12%	33%
7	-2%	-1%	35%[activator]	11%
8	-20%	-4%	20%	5%
9	-6%	3%	0%	7%
10	-10%	-3%	-6%	.
11	-10%	-4%	37%[activator]	.
12	-11%	-2%	-8%	-18%
13	-7%	-2%	?	31%
14	-7%	-4%	21%	1%
15	-11%	-3%	5%	33%

Further structures:
nr	SMILES	LDHA block	Apoferritin bind	Pol kappa inh	POLB inh	BLM inh
16	O=C(COc1ccccc1/C=C1/NC(=O)NC1=O)Nc1ccccc1	-1	6%	11%[60.1 µM]	1%	2%
17	O=C(O)c1cc2cc(Cl)ccc2oc1=O	-1	-5%	-7%	0%	-4%
18	Cc1nn(CCO)c2nc(-c3cccs3)cc(C(F)(F)F)c12	2	?	-18%	-21%	-6%
19	Cc1cc2c(cc1S(=O)(=O)NCc1ccc(F)cc1)OCC(=O)N2	-5	1%	-9%	2%	-1%
20	COc1ncc2nc(CCc3ccccc3)c(=O)n(Cc3cccs3)c2n1	.	.	0%[60.1 µM]	.	-5%
21	CC(=O)c1ccccc1NC(=O)C1CC(=O)N(c2ccc3c(c2)OCCO3)C1 (stereo unspecified)	-1	.	-13%	.	.
22	O=C(C1CCCO1)N1CCN(S(=O)(=O)c2cccc3nsnc23)CC1 (stereo unspecified)	-2	-10%	0%	0%	-4%
23	COc1ccc(CNC(=O)CCc2nnc3ccc(N4CCC5(CC4)OCCO5)nn23)cc1	-1	-8%	5%	21%	-3%
24	O=[N+]([O-])c1ccc(OCCCOc2cccc3cccnc23)cc1	-6	-20%	-5%	22%	-6%
25	COc1ccc(-c2nc(CSc3nncn4c3cc3oc(C)cc34)c(C)o2)cc1	-1	-5%	-6%	-19%	-8%
26	CCOC(=O)n1c(=O)n(Cc2ccccc2Cl)c2ccccc21	-3	-22%	-9%	11%	-4%
27	COc1ccccc1C(O)(C(=O)NNc1cccc(C)c1)c1ccccc1OC	-6	-9%	0%	33%	1%
28	CC(C)n1c(=NC(=O)c2ccco2)c(C#N)cc2c(=O)n3ccccc3cc21	0	228%[activator]	-17%	37%	-7%
29	COc1ccc(C(=O)Nc2ccc(C(=O)c3ccccc3)cc2)cc1	-8	.	-4%	.	.
30	Cc1cccc(N(C(=O)c2csnn2)C(C(=O)NCc2ccccc2)c2cccs2)c1 (stereo unspecified)	-4	-8%	2%	24%	-5%

nr	POLH inh	GRP78 ERSR act	Pol iota inh	APE1 inh
16	-10%	-1%	-9%	9%
17	-2%	-5%	11%	-2%
18	-13%	0%	124%[activator]	-1%
19	-12%	-3%	68%[activator]	.
20	.	0%	.	1%
21	3%	-2%	5%	17%
22	0%	-5%	11%	-4%
23	1%	0%	-10%	16%
24	-7%	3%	0%	19%
25	-8%	-2%	39%[activator]	.
26	-4%	-1%	4%	-3%
27	-7%	-5%	62%[activator]	1%
28	?	-8%	?	-7%
29	-20%	-9%	52%[activator]	.
30	-16%	-2%	13%	60%[activator]

Copied from the list.
For BLM inh, #14 shows -5%
For GRP78 ERSR act, #1 shows -3%

Three compounds already listed, ordered by the value under LDHA block, lowest first.
item	smiles	LDHA block	Apoferritin bind	Pol kappa inh	POLB inh	BLM inh	POLH inh	GRP78 ERSR act	Pol iota inh
24	O=[N+]([O-])c1ccc(OCCCOc2cccc3cccnc23)cc1	-6	-20%	-5%	22%	-6%	-7%	3%	0%
30	Cc1cccc(N(C(=O)c2csnn2)C(C(=O)NCc2ccccc2)c2cccs2)c1 (stereo unspecified)	-4	-8%	2%	24%	-5%	-16%	-2%	13%
17	O=C(O)c1cc2cc(Cl)ccc2oc1=O	-1	-5%	-7%	0%	-4%	-2%	-5%	11%

(further entries)
nr	SMILES	LDHA block	Apoferritin bind	Pol kappa inh	POLB inh	BLM inh
31	C=CCn1c(SCC(=O)NC(=O)NCc2ccco2)nc2sc(CC)cc2c1=O	-8	8%	?	14µM*	-21%
32	COC(=O)N/N=C(/c1ccccc1)C1CCCCC1	.	-10%	.	-8%	0%
33	Nc1cc2c(cc1Cl)-c1ccc([N+](=O)[O-])cc1C2=NO	-13	.	-19%	.	.
34	CCCNC(=O)C1CN(S(=O)(=O)c2ccccc2)CCN1S(=O)(=O)c1ccccc1 (stereo unspecified)	-2	7%	-8%	8%	3%
35	Nc1nc(SCC(=O)Nc2cc(Cl)ccc2Cl)n[nH]1	-9	.	-11%	.	.
36	COc1cccc(CN2CCNC(=O)C2CC(=O)NCCn2cccn2)c1OC (stereo unspecified)	-5	-4%	-4%[60.1 µM]	1%	-5%
37	CC(=O)CCc1ccc(Oc2nc(-c3cccnc3)nc3ccccc23)cc1	-7	-17%	-8%	9%	-5%
38	Cc1cccc(-c2cc(=O)c3cc(C)ccc3o2)c1	.	.	-12%[19.4 µM]	.	-12%
39	O=C(CCCn1c(=O)c2cccn2c2ccccc21)Nc1cc(C(F)(F)F)ccc1Cl	-2	2%	-1%	-29%	-7%
40	COc1cccc(Cn2c(=O)c(CCc3ccccc3)nc3cncnc32)c1	.	.	-1%[60.1 µM]	.	-2%
41	CS(=O)(=O)c1ccc(NC(=O)c2cccc(S(=O)(=O)N3CCN(Cc4ccccc4)CC3)c2)cc1	3	-21%	-14%	2%	-3%
42	COc1ccc(CC(=O)O/N=C(\N)Cc2ccc(OC)c(OC)c2)cc1	4	-8%	-4%	-1%	-3%
43	COc1ccc(N(CC(=O)NC2CCCC2)C(=O)c2ccc(N3CCCCC3)nc2)cc1	-2	?	-2%	21%	-4%
44	COc1ccccc1Oc1ccc(N/C=C/C(=O)c2ccco2)cc1	1	?	-22%	?	-13%
45	COC(=O)NC1(C(=O)O)CCCC1	-4	6%	-11%	1%	0%

nr	POLH inh	GRP78 ERSR act	Pol iota inh	APE1 inh
31	11µM*	-4%	45µM*	32µM*
32	.	.	.	-2%
33	-15%	-2%	-11%	.
34	0%	1%	2%	2%
35	5%	-5%	-5%	0%
36	-19%	0%	60%[activator]	-3%
37	-22%	-4%	28%	-7%
38	.	-4%	.	-9%
39	-5%	-4%	10%	.
40	.	-2%	.	0%
41	-26%	-3%	8%	-2%
42	-11%	-3%	1%[58.9 µM]	11%
43	1%	0%	9%	2%
44	-29%	-1%	-9%	0%
45	-6%	-1%	-6%	-3%

More structures.
nr	SMILES	LDHA block	Apoferritin bind	Pol kappa inh	POLB inh	BLM inh
46	O=C(N/N=C/c1c[nH]c2ccccc12)c1cc(-c2ccc3ccccc3c2)n[nH]1	-7	-6%	-23%	-24%	-10%
47	O=C(NCc1cccs1)C(=O)NCC1OCCCN1S(=O)(=O)c1cc(F)ccc1F (stereo unspecified)	-6	-6%	-10%	9%	-1%
48	CCn1c(SCc2ccccc2)nc2cc(OC)c(OC)cc2c1=O	2	6%	10%	32%	-5%
49	COc1ccc(S(=O)(=O)N(C)CC(=O)Nc2ccc(C(F)(F)F)cc2)cc1Cl	-5	-16%	-7%	6%	-6%
50	CC1(C)CC(=O)C2=C(C1)NCN(Cc1ccc3c(c1)OCO3)C2	-4	-3%	-7%	22%	1%

nr	POLH inh	GRP78 ERSR act	Pol iota inh	APE1 inh
46	-15%	2%	7%	4%
47	-9%	-2%	20%	4%
48	-9%	-2%	13%	-9%
49	-8%	1%	-3%	-1%
50	?	-7%	-2%	3%

Complete entries, quoted from the list:
O=C(O)c1cc2cc(Cl)ccc2oc1=O as listed: LDHA block = -1; Apoferritin bind = -5%; Pol kappa inh = -7%; POLB inh = 0%; BLM inh = -4%; POLH inh = -2%; GRP78 ERSR act = -5%; Pol iota inh = 11%; APE1 inh = -2%
Nc1cc2c(cc1Cl)-c1ccc([N+](=O)[O-])cc1C2=NO as listed: LDHA block = -13; Apoferritin bind = .; Pol kappa inh = -19%; POLB inh = .; BLM inh = .; POLH inh = -15%; GRP78 ERSR act = -2%; Pol iota inh = -11%; APE1 inh = .
